14-3-3 PPI: modulators of human 14-3-3 gamma - Raf peptide interaction; P61981; FP, 14-3-3gamma / TMR-pS259-Raf peptide binding; inhibition, % at 40 µM; 160,000 tested, 0.19% active; in the data active = inhibition above about 30%;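 note: 0% = protein plus tracer without compound and 100% = blank with tracer alone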
Target sequence (P61981 whole entry, looked up): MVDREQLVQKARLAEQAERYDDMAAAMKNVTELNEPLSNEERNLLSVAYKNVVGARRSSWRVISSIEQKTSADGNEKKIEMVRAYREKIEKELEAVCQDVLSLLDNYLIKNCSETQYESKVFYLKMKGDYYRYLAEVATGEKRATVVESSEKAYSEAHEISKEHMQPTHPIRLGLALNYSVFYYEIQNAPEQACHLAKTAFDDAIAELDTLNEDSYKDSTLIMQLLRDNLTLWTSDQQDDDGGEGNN
An asterisk follows results filed as active; & = joins results of further samples. The list is partial; rates above refer to the full screens.

14-3-3 PPI,molecule
-6,c1ccc2c(c1)nc1n2sc2nc3ccccc3n21
0,CN(C(=O)c1cn(C)c2ccc(S(=O)(=O)N3CCCCCC3)cc2c1=O)C1CCCCC1
-7,COc1cc2c(cc1OC)C(COc1ccc(F)cc1)N(C(=O)c1cccc(C)c1)CC2 (stereo unspecified)
-4,CCOc1ccc(NC(=O)C(=O)NCC(C)C)cc1
-16,CC(=O)N1CCc2cc(Br)cc(S(=O)(=O)N3CCC(C(=O)Nc4cccc(C)c4)CC3)c21
-1,Cc1ccc(NC(=O)c2oc3ccc(S(=O)(=O)N(C)C4CCCCC4)cc3c2C)c(C)c1
1,Cc1ccc(NC(=O)c2ccc([N+](=O)[O-])cc2NC(=O)c2ccccc2)c(C)c1
-5,O=C1CCC([N+](=O)[O-])C(c2ccccc2Cl)N1 (stereo unspecified)
-6,O=C(Nc1ccc(NC(=O)c2cccs2)cc1)c1ccc(Cl)cc1
-8,O=C(COC(=O)Cc1cccs1)Nc1ccccc1

Shown with bars between the fields: part of the list above.
smiles | 14-3-3 PPI
O=C(COC(=O)Cc1cccs1)Nc1ccccc1 | -8
c1ccc2c(c1)nc1n2sc2nc3ccccc3n21 | -6
CN(C(=O)c1cn(C)c2ccc(S(=O)(=O)N3CCCCCC3)cc2c1=O)C1CCCCC1 | 0
CCOc1ccc(NC(=O)C(=O)NCC(C)C)cc1 | -4
O=C1CCC([N+](=O)[O-])C(c2ccccc2Cl)N1 (stereo unspecified) | -5
Cc1ccc(NC(=O)c2ccc([N+](=O)[O-])cc2NC(=O)c2ccccc2)c(C)c1 | 1
O=C(Nc1ccc(NC(=O)c2cccs2)cc1)c1ccc(Cl)cc1 | -6

Next part.
14-3-3 PPI,molecule
-11,CC(=O)N(CCC(Cc1ccccc1)c1ccc2c(c1)OCO2)Cc1ccc(Cl)cc1 (stereo unspecified)
-28,COc1ccc(CCNC(=O)Cn2c(=O)n(-c3ccc(Cl)cc3)c(=O)c3c4c(sc32)CCC4)cc1OC
0,COc1ccc2nnc(-c3ccccc3)n2n1
-3,CC12COC3(C(=O)NCCc4ccccc4)CC1CCC32C (stereo unspecified)
-4&3,CCOC(=O)c1sc2cccc(F)c2c1N
-24,CCn1c(=N)c(C(N)=S)cc2c(=O)n3ccccc3nc21
-5,COc1ccc(Cl)cc1NC(=O)C(Cc1ccccc1)N1C(=O)C2C3CCC(C3)C2C1=O (stereo unspecified)
-2,Cc1ccc2c(c1)c(CC(=O)Nc1ccc3c(c1)OCO3)c(C(=O)O)n2C
-7,COc1cc(-c2nnc(-c3ccc(N4CCOCC4)cc3)o2)cc(OC)c1OC
-2&-8,OCCN1CCN(CC#CCn2c3ccccc3c3ccccc32)CC1
-5,CCCCC(=O)NC(c1ccc2c(c1)OCO2)c1cc([N+](=O)[O-])c2cccnc2c1O (stereo unspecified)
2,COc1ccc(-n2c(C=Cc3ccc(F)cc3)nc3cc(OC)c(OC)cc3c2=O)cc1Cl
-14,C=C(C)CN(CC)CCC(=O)Nc1ccc(OC)cc1OC
4,CC1=CC2=NC(=O)CC(C)(C(=O)O)N2C=C1 (stereo unspecified)
-6,CCN(C1CCCCC1)S(=O)(=O)c1ccc(S(=O)(=O)NCc2ccncc2)cc1
-1,O=C(Nc1nccs1)C1CCCN(S(=O)(=O)c2cccc3cccnc23)C1 (stereo unspecified)
3,CC(C)CNC(=O)Cn1cnc2c1c(=O)n(C)c(=O)n2C
0,CCOc1cc(C2C3=C(CC(C)(C)CC3=O)NC3=C2C(=O)CC(C)(C)C3)cc(Br)c1OC
-10,CC(C)c1ccc(NC(=O)C(c2ccc3c(c2)OCO3)N2CCc3ccccc32)cc1 (stereo unspecified)
-8,Cc1nc2sccn2c1-c1csc(Nc2ccccn2)n1
-3,COc1cccc(NC(=O)c2ccc(N3CCCCCC3)c([N+](=O)[O-])c2)c1
0,CC(C)OC(=O)CCC(=O)Nc1ccc(F)cc1
-5,CN1CCCN(c2ccc([N+](=O)[O-])cc2)CC1
-5,Cn1c(=O)c2c(nc(N3CCOCC3)n2Cc2ccc(Br)cc2)n(C)c1=O
1,CCCCCCC(=O)N1CCN(c2cc3c(cc2F)c(=O)c(C(=O)O)cn3CC)CC1
-12,CCn1ncc(Br)c1C(=O)Nc1cccc(C(=O)O)c1
1,S=C1NCCN1CCOc1ccccc1
-24,COc1ccc(C(=O)CC(=O)C(=O)Nc2ccc3c(c2)OCO3)cc1
2,Cc1ccc(-n2c(SCC(=O)N3CCC(C)CC3)nc3c([nH]c4ccccc43)c2=O)cc1
-4,ClCc1nc2ccccc2n1Cc1ccccc1
-3,COCCN1C(=O)c2ccccc2C(C(=O)Nc2cccc(Cl)c2)C1c1cn(C)c2ccccc12 (stereo unspecified)
-5,c1ccc2cc3[nH]c(CN4CCCCC4)nc3cc2c1
-3,COc1ccc(CCNc2oc(-c3ccccc3OC)nc2C#N)cc1
-87,Nc1c(Br)cc(O)c2c1C(=O)c1ccccc1C2=O
-4,CCc1nnc(NC(=O)CSc2nc(-c3ccc(OC)cc3)ns2)s1
-17,CCOc1ccc(NC(=O)C2CCN(S(=O)(=O)c3ccc(Cl)cc3)CC2)cc1
-4,CS(=O)(=O)n1nc(OC(=O)c2cccc3ccccc23)cc1N
-2,O=C(c1ccc(COc2ccccc2Cl)o1)N1CCN(c2ccccc2)CC1
-5,COc1ccc(Cl)cc1NC(=O)c1cnn2c1NC(c1ccc(C)cc1)CC2C(F)(F)F (stereo unspecified)
-19,Cc1occc1C(=O)Nc1ccccc1Br
-3&0,Cn1c(SC2=CS(=O)(=O)c3ccccc32)nc2ccccc21
-5,O=C(CCN1CCOCC1)Nc1c(-c2ccccc2)c2cc(Br)ccc2[nH]c1=O
1,COc1ccc(C2CC(c3ccc(Cl)cc3Cl)n3nc(N)nc3N2)cc1 (stereo unspecified)
-10,CCCC(=O)Nc1ccc2c(c1)nc1n2CCSC1
-7,Cc1cc(C)nc(-n2nc(C)cc2NC(=O)c2ccc(Br)o2)n1
-1,O=C(NC1CCCCC1)C1c2ccccc2C(=O)N1Cc1ccccc1 (stereo unspecified)
1,COc1cccc(C(=O)N2CCC(C(=O)NCc3ccc(C)cc3)CC2)c1
0,O=C(Nc1c(-c2ccccc2)c2cc(Br)ccc2[nH]c1=O)c1ccccc1Br
-4,Cc1[nH]c2ccccc2c1C1(O)C(=O)N(C)c2ccc(Cl)cc21 (stereo unspecified)
-17,Cc1cc(-c2csc(N)n2)c(C)n1CCc1ccccc1

Carrying on.
14-3-3 PPI,molecule
-5,COC(=O)CNC(=O)c1c(-c2ccccc2)noc1C
-3,CN1CCN(C(=O)c2cc3c(-c4ccccc4F)nn(C)c3s2)CC1
0,COc1ccccc1NC(=O)c1ccccc1F
-3,Cc1ccc(C)c(NS(=O)(=O)c2ccc(OCC(=O)N3CCOCC3)cc2)c1
-74,COc1ccc(-n2nc(C(=O)Nc3cccc(C)n3)c3c4ccccc4n(C)c3c2=O)cc1Cl
-9,CCOC(=O)c1cc2cc(OC)ccc2[nH]1
0,COc1cccc(Cn2nnc(C(=O)NCc3ccc(F)cc3)c2N)c1
2,COc1ccc(C2N(c3cccc(Cl)c3)C(=O)C3CCCN32)cc1 (stereo unspecified)
3,Cc1nn(C(=O)c2ccco2)c(-c2ccccc2)c1Sc1ccccc1
5,COc1ccc(CNC(=O)C2CCN(C(=O)c3ccccc3)CC2)cc1

Fetched by compound from above (6):
14-3-3 PPI,molecule
0,COc1ccccc1NC(=O)c1ccccc1F
5,COc1ccc(CNC(=O)C2CCN(C(=O)c3ccccc3)CC2)cc1
0,COc1cccc(Cn2nnc(C(=O)NCc3ccc(F)cc3)c2N)c1
-3,CN1CCN(C(=O)c2cc3c(-c4ccccc4F)nn(C)c3s2)CC1
2,COc1ccc(C2N(c3cccc(Cl)c3)C(=O)C3CCCN32)cc1 (stereo unspecified)
-74,COc1ccc(-n2nc(C(=O)Nc3cccc(C)n3)c3c4ccccc4n(C)c3c2=O)cc1Cl

Some of the entries above, set out differently.
Cc1nn(C(=O)c2ccco2)c(-c2ccccc2)c1Sc1ccccc1
  14-3-3 PPI = 3
COc1ccc(CNC(=O)C2CCN(C(=O)c3ccccc3)CC2)cc1
  14-3-3 PPI = 5

More records follow:
14-3-3 PPI,molecule
-12,CCOC(=O)c1ccc(NC(=O)c2c(NC(C)=O)sc3c2CCC(C)C3)cc1 (stereo unspecified)
-57,Cc1cc(C(=O)Nc2sc3c(c2C#N)CCCCC3)cs1
-1,Cc1cc(C)cc(C(=O)Nc2c3c(nn2-c2ccc(F)cc2)CS(=O)(=O)C3)c1
-1,CN(C)S(=O)(=O)c1ccc2c(c1)c(=O)c(C(=O)O)cn2C
-11,COc1ccc(Nc2ncc(C(=O)Nc3ccc(OC)c(Cl)c3)c3ccccc23)cc1
-14&-2,CC1CCN(C(=O)C2CCCN(S(C)(=O)=O)C2)CC1 (stereo unspecified)
-8,Cn1cc(CCC(=O)NC2CCCc3ccccc32)c2ccccc21 (stereo unspecified)
-9,CCOC(=O)C(CCSC)NC(=O)CN (stereo unspecified)
-6,CCOC(=O)c1cnc2ccc(OCC)cc2c1Nc1cccc(C)c1
-3,Nc1cc(C(F)(F)F)ccc1C(=O)O
-1,O=C(Cc1ccc(-n2c(=O)[nH]c3ccccc3c2=O)cc1)NCCc1ccccc1Cl
-7,O=S(=O)(NC1CC1)c1ccc(Cl)s1
-4,O=C(Nc1ccc(F)cc1)C1CC2CCCC(C1)C2=O (stereo unspecified)
-10,CCc1ccc(NC(=O)CSc2nc3c(c(=O)n2C)SC(C)C3)cc1 (stereo unspecified)
-43,COc1ccc(Cn2c(SCC(=O)c3ccc(Br)cc3)nc3sc(C(=O)N(C)C)c(C)c3c2=O)cc1
5,CC(C)(C)c1ccc(S(=O)(=O)N2CCCCC2C(=O)NCc2ccccn2)cc1 (stereo unspecified)
2,Cc1ccc2c(c1)NC(=O)C(CC(=O)NCCN(C)C)O2 (stereo unspecified)
-4,O=C(NCc1ccc(F)cc1)c1ccc2c(c1)ncn2C1CCCC1
0,Cn1c(SCC(=O)c2ccc3c(c2)OCO3)nnc1-c1ccccn1
-4,CC(C)n1nnnc1SCC(=O)Nc1ccccc1N1CCOCC1
3,COc1cc(C2C3=C(CC(C)(C)CC3=O)Nc3nc(SCc4ccc([N+](=O)[O-])cc4)[nH]c(=O)c32)cc(OC)c1OC (stereo unspecified)
-4,O=C(Cn1c(=O)[nH]c2ccccc2c1=O)NCCCN1CCN(c2ccccc2F)CC1
3,O=C(CCNC(CO)C(=O)O)c1ccc(Br)cc1 (stereo unspecified)
7,CCCc1nc2ccccc2c2nc(N)nn12
-11,COc1cc(Nc2cc(C)nc3nc(C)nn23)cc(OC)c1OC
-4,Cc1ccc(S(=O)(=O)N2CCN(C(=O)c3c(C)nn(-c4ccccc4)c3Cl)CC2)cc1
-13,CC1CCCC(NC(=O)c2cc3c(=O)[nH]c4ccccc4c3s2)C1C (stereo unspecified)
9,C=CCn1c(Cc2ccc(OCC)cc2)nnc1SCC(N)=O
0,Cc1noc(C)c1S(=O)(=O)Nc1ccc(OC(F)(F)F)cc1
-9,COCCN1C(=O)c2ccccc2C(C(=O)NCc2cc(Br)ccc2OC)C1c1c[nH]c2ccccc12 (stereo unspecified)
-3,CCSc1nnc2c(n1)OC(c1ccccc1OCC(=O)O)Nc1ccc(Br)cc1-2 (stereo unspecified)
-5&7,CCOc1ccc(-n2nc(C(=O)N3CCOCC3)c3ccccc3c2=O)cc1
9,CCOC(=O)C1=C(C)NC(=O)C1(NC(=O)c1cccnc1)C(F)(F)F (stereo unspecified)
-4,O=C(CCCCCn1c(=S)[nH]c2ccsc2c1=O)N1CCN(c2ccccc2)CC1
-1,CC(C)c1ccc(NC(=O)CSc2nc3ccccc3c(=O)n2C2CC2)cc1
-6,Cc1ccc(N2C(=O)C3C(C2=O)C2(C)CC3(C)CC2=O)c(C)c1 (stereo unspecified)
5,Cc1cc(Br)ccc1NC(=O)Cc1cn(C)c2ccccc12
-6,COc1ccc(-c2cc(C(F)(F)F)nc(SCC(=O)N3CC(C)OC(C)C3)n2)cc1OC (stereo unspecified)
-6,CC(C)c1ccc(C2/C(=C(\O)c3ccc(Cl)cc3)C(=O)C(=O)N2CCN(C)C)cc1 (stereo unspecified)
-11,CC(C)(C)C1CCc2c(sc3c2C(=O)NC(c2ccc(O)c([N+](=O)[O-])c2)N3)C1 (stereo unspecified)
-4,O=C(Nc1cccnc1)c1cnc2sccn2c1=O
0,O=C(COc1cccc(Br)c1)Nc1ccc(SC(F)F)cc1
-6,Cc1ccc(C(c2nnnn2C(C)(C)C)N2CCc3ccccc3C2)cc1 (stereo unspecified)
-7,CCOC(=O)C1CCN(C(=O)Nc2ccc(OC)c(OC)c2)CC1
-10,CCc1cc2c(SCC(=O)c3cccs3)ncnc2s1
3,O=C(NC1CCCCC1)c1ccc2c(c1)N(Cc1ccccc1Cl)C(=O)CS2
-6,CCn1c(C(=O)OC)cc2c1ccn2-c1ccc(F)cc1
-10,Cc1cc2c(=O)n(CC(=O)NCC(=O)N3CCN(Cc4ccccc4)CC3)cnc2s1
6,COc1ccc(CCN2CC(C(=O)NCc3ccc4c(c3)OCO4)CC2=O)cc1OC (stereo unspecified)
-1,Cc1ccsc1C(=O)Nc1ccc(C(=O)O)cc1

2 entries from above, in CSV form:
compound,14-3-3 PPI
CCn1c(C(=O)OC)cc2c1ccn2-c1ccc(F)cc1,-6
Cc1cc2c(=O)n(CC(=O)NCC(=O)N3CCN(Cc4ccccc4)CC3)cnc2s1,-10

Later entries.
14-3-3 PPI,molecule
-7,Cc1ccc(S(=O)(=O)N(CC(=O)Nc2ccc3c(c2)OCCO3)Cc2ccc(Cl)cc2)cc1
-4,COc1ccc(CCNC(=O)C2(C)CCC(=O)N2Cc2ccccc2Cl)cc1OC (stereo unspecified)
-3,c1ccc(-c2cnc3cc4ccccc4cc3n2)cc1
-8,COc1ccc(-c2[nH]c(=O)[nH]c2-c2ccccc2)cc1
1,CC1CCCN(CCCNC(=O)c2ccc3c(c2)NC(=O)C(N2CCOCC2)S3)C1 (stereo unspecified)
-11,Cc1ccc(-c2nc3ncccc3o2)cc1NC(=O)c1ccc2c(c1)OCCO2
-1,CCc1ccc(NC(=O)CN(c2ccc3c(c2)OCO3)S(=O)(=O)c2c(C)noc2C)cc1
-16,Cc1ccc(C2CC(c3ccc(NS(C)(=O)=O)cc3)=NN2C(=O)c2ccco2)cc1 (stereo unspecified)

Bioassay records (PubChem)
